Vif imaging = HIV Vif self-association inhibitors, primary screen, imaging, HEK293T, single point | HEK293T cells, Vif self-association by quenched fluorescence, 24 h | inhibition, % at 7.49 µM | 340,000 compounds, 0.35% hits; in the data active = inhibition above about 50%, passing the limit was not always enough; also: some results filed as inactive read as strong as hits
PDI inh = inhibitors of human PDI, primary screen, biochemical, turbidity, single point, plate reader | Protein disulfide-isomerase (Homo sapiens), P07237 | PDI insulin aggregation turbidity, A650, 90 min | inhibition, % at 10 µM | 350,000 compounds, 0.052% hits | AID 588391, 2011;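 active = mean inhibition across replicates of 30% or more, whatever share of single replicates reach that level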;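 also: absorbance from insulin aggregation driven by PDI reduction with DTT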
Target sequence (P07237 whole entry, looked up): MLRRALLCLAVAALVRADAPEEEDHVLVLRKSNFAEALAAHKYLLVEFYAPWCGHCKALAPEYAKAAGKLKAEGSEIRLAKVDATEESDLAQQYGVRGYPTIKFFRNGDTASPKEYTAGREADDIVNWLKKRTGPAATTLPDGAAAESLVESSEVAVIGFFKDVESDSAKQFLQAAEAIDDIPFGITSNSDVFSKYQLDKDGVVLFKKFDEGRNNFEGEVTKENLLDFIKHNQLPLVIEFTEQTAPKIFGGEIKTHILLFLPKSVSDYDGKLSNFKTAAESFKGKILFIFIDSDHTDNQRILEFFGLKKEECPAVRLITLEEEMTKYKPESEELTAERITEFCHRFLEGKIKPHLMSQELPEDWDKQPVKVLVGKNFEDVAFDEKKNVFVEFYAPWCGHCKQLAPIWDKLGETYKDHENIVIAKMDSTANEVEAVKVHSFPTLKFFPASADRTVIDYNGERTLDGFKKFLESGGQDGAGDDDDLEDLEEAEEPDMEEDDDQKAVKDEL
N-glyco inh = increase of ERlucT glycosylation luciferase signal, primary screen, N-linked glycosylation inhibitor project, D54 ERlucT cells, luminescence, set 2; 360,000 compounds, 0.23% hits; reporter increase, % at 12.5 µM; D54 ERlucT glycosylation luciferase reporter, 24 h; percent of 100 nM tunicamycin response;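 active = mean luciferase reporter signal, scaled so untreated is 0 and the glycosylation-blocking control 100, at or above a set limit in every replicate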;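 also: luciferase carries N-glycosylation sites so blocking glycosylation raises the light; 0% = median of neutral control wells and 100% = median of 100 nM tunicamycin wells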
MC4R antagonist = MC4R antagonists of cAMP signaling, primary screen, cell-based, TR-FRET, antagonist arm of biased-ligand search; MC4R-expressing cells, MTII-stimulated cAMP, LANCE TR-FRET; inhibition, % at 6.5 µM; Melanocortin receptor 4 (Homo sapiens), P32245; 360,000 compounds, 0.48% hits;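 active = inhibition above its plate's cutoff, the mean of tested wells on that plate plus 3 SD, cut at about 29% in these data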;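 also: 0% = Melanotan II alone and 100% = Melanotan II plus saturating MCL0020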
Target sequence (P32245 whole entry, looked up): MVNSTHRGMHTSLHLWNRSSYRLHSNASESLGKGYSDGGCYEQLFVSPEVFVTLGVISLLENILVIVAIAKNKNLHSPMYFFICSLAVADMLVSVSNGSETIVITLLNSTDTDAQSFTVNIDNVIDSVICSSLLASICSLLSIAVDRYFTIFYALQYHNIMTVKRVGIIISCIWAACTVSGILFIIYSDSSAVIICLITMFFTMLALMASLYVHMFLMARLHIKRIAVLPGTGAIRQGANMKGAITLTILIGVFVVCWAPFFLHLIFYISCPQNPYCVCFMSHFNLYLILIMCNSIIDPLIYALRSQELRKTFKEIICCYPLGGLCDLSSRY
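System: U2OS cells stably expressing human melanocortin 4 receptor (MC4R). Reagent: Melanotan II challenge after compound preincubation. Doses: 6.5 µM. Times: 30-min compound, 1-h challenge, 1-h detection, room temperature. Measured by: TR-FRET with Eu-cAMP and labeled anti-cAMP, 671 nm. Replicates: singlicate.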
m5-HT2A agonist = mouse Htr2a agonists via beta-arrestin recruitment, primary screen, cell-based, luminescence; 5-hydroxytryptamine receptor 2A (Mus musculus), P35363; CHO-K1 mHTR2A beta-arrestin complementation; percent of 30 µM serotonin response; activation, % at 7.6 µM; 360,000 compounds, 0.66% hits;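 active = activation above a run cutoff, the mean activation of all tested compounds plus 3 SD, cut at about 14% in these data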;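 also: 0% = plate median of compound wells and 100% = 30 µM serotonin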
aDG glyco act = activators of alpha-DG glycosylation, primary screen, uHTS, Pro5-aDG cells, AlphaScreen; alpha-DG glycosylation AlphaScreen (IIH6); 0% Pro5, 100% B10-LARGE cell signal; 360,000 compounds, 0.22% hits; activation, % at 10 µM;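 active = activation of at least 8% versus controls, or a plate z-score of at least 8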;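 also: Pro5 are CHO cells carrying HIG-tagged alpha-DG that lacks glycosylation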
MC4R barr agon = MC4R agonists recruiting beta-arrestin, primary screen, cell-based, luminescence, agonist arm of biased-ligand search. Melanocortin receptor 4 (Homo sapiens), P32245. U2OS MC4R beta-arrestin complementation; percent of melanotan II response, DMSO zero. activation, % at 8.9 µM. 360,000 compounds, 0.98% hits. AID 540308, 2011;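 active = activation above a per-plate cutoff, the mean activation of sample wells on that plate plus 3 SD, cut at about 8% in these data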
ABCB6 inh 2 = ABCB6 transporter inhibitors, primary screen, K562-ABCB6 cells, flow cytometry, MLPCN library | ATP-binding cassette sub-family B member 6 (Homo sapiens), Q9NP58 | K562-ABCB6 porphyrin accumulation, 1 h; hits give low values | fluorescence ratio to DMSO, % at 10 µM | 360,000 compounds, 0.19% hits;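 active = fluorescence ratio to DMSO below 75%, the collection mean minus 3 SD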;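 also: signal is porphyrin accumulated inside mitochondria; 100% equals median channel fluorescence of DMSO control wells; lower ratio means ABCB6 inhibition with less porphyrin fluorescence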
CaV13 ICDI inh = Primary screen for inhibitors of IQ motif and Ca2+-dependent inactivation inhibitor domain binding in CACNA1D, Förster resonance energy transfer in living cells, …; inhibition, % at 12.3 µM; 340,000 compounds, 0.098% hits; HEK cells, CFP/YFP FRET ICDI-IQ, plate reader, 10 min; percent FRET-ratio fall versus neutral wells; AID 743397;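 active = mean replicate inhibition of at least 30% and at least 1% of replicates passing that level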;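 also: 0% = median of the neutral control wells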
H9c2 protect = cardioprotection against H2O2-induced cell death, primary screen, uHTS, H9c2 cells, ATPLite luminescence; H9c2 cardiomyocytes, H2O2 injury protection, 2 h; protection from H2O2 cell death, % at 20 µM; 360,000 compounds, 0.63% hits; AID 588492, 2011;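 active = compounds giving at least 50% protection of heart cells from peroxide-induced death in the single-dose screen, raw or plate-pattern-corrected value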;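 also: 0% = DMSO wells with peroxide and 100% = DMSO wells without peroxide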
An asterisk follows results filed as active; x = not tested or not shown; & = joins results of further samples.

SMILES	Vif imaging	PDI inh	N-glyco inh	MC4R antagonist	m5-HT2A agonist	aDG glyco act	MC4R barr agon	ABCB6 inh 2	CaV13 ICDI inh	H9c2 protect
O=C1C2C3c4ccccc4C(c4ccccc43)C2C(=O)N1CN1CCOCC1 (stereo unspecified)	6	14	0	-1	0	-0.2	-0.9	97	-9	0
CCNC(=S)NNC(=O)c1csc(C)c1	6	9	3	17	-1	0.0	0.4	104	-3	3
COc1ccc(N2CCN(S(=O)(=O)CCNC(=O)COc3ccccc3C)CC2)cc1	2	-7	0	7	2	-0.2	-1.8	102	-6	-4
N#C/C(=C\c1ccccc1OCC(=O)O)c1nc2ccccc2[nH]1	-17	-10	0	-12	1	0.0	-2.9	94	-4	6
Cc1ccc(-c2cc(NC=O)c3ncc(-c4cnn(C)c4)n3c2)cc1	33	-4	11	-25	-4	0.2	7.5	103	-25	12
CC1CCN(C(C(=O)NC2CCCCC2)c2cc3c(cc2[N+](=O)[O-])OCO3)CC1 (stereo unspecified)	4	3	0	0	11	-0.2	0.1	98	-5	4
Cc1ccc(Oc2ccc(Oc3ccc(C)cc3)nn2)cc1	2	3	-1	14	0	-0.1	5.1	99	-5	-2
CCN(CC)S(=O)(=O)c1cc([N+](=O)[O-])ccc1N=Nc1c(O)[nH]c2ccccc12	1	-3	-7	-5	0	-0.3	-2.2	105	-3	-5
CCOc1ccc(S(=O)(=O)N2CCCC(C(=O)NCc3ccncc3)C2)cc1 (stereo unspecified)	5	7	-5	11	-5	0.3	-1.0	96	-5	-6
COC(=O)c1ccc(C23CC4(C2)[C@H](CN(Cc2ccc(-c5ccccc5)cc2)[C@@H]4c2ccccc2)C3c2ccccc2)cc1 (stereo partly specified)	x	3	-2	2	2	-0.2	1.8	102	-1	-2
Cc1ccc(S(=O)(=O)N/N=C\C=C\c2ccccc2)cc1	0	3	-3	6	-3	0.5	1.4	102	-9	4
COc1ccccc1C1/C(=C(/O)c2ccccc2)C(=O)C(=O)N1CC(C)C (stereo unspecified)	-3	-11	0	1	1	-0.1	-0.4	103	x	2
Cn1nccc1C(=O)Nc1cccc(C(F)(F)F)c1	3	3	-1	16	4	-0.2	-0.2	99	-1	-4
CC(=O)Nc1ccc(S(=O)(=O)Oc2ccccc2N2CCCCC2)cc1	6	-1	-4	5	-4	-0.1	2.2	102	21	-7
Cc1ccc(C(=O)NCC(=O)OCN2C(=O)c3ccccc3C2=O)cc1C	0	7	3	9	2	1.7	-0.5	98	-2	7
CN(C(=O)c1cccc(S(=O)(=O)N2CCOCC2)c1)c1c(N)n(Cc2ccccc2)c(=O)[nH]c1=O	22	3	3	-6	10	0.0	-0.8	97	-14	2
Cc1ccc(C)c(OCC(=O)Nc2ccc3c(c2)OCO3)c1	-6	3	-1	-1	0	0.3	0.4	95	-9	-10
O=C1C2C3C=CC(C3)C2C(=O)N1c1ccccc1 (stereo unspecified)	9	0	-1	12	-1	-0.1	-1.6	94	-6	3
CSc1sc(-c2ccnc(=S)[nH]2)c(-c2ccccc2)c1C#N	0	-2	1	21	4	-0.1	-1.6	102	-16	0
O=C(Nc1nnc([C@H]2C[C@H](O)[C@@H](CO)O2)s1)c1cccc(C(F)(F)F)c1	0	-7	-2	16	-4	-0.4	2.2	95	-5	-2
CSc1nnc(-c2ccccc2Cl)n1N	-2	-2	1	16	-3	0.0	-2.1	103	-1	12
CC1(C)C(c2ccc(Cl)cc2)=[N+]([O-])C2(CCCC/C2=N\O)N1O (stereo unspecified)	8	2	1	10	3	0.0	1.1	99	7	-2
Cc1nc2ccccc2c(=O)n1/N=C/c1cccnc1	-8	15	2	0	15*	0.0	0.8	87	-4	-1
CC(C)(C)c1ccc(OCC(O)CN2CCOCC2)cc1 (stereo unspecified)	-2	7	0	16	3	-0.1	-2.6	98	-4	4
COc1ccc(CSc2nc(N3CCOCC3)c3c(c2C#N)CC(C)(C)OC3)cc1	36	7	-5	19	5	-0.3	2.6	95	-12	0
The results go on.
SMILES	Vif imaging	PDI inh	N-glyco inh	MC4R antagonist	m5-HT2A agonist	aDG glyco act	MC4R barr agon	ABCB6 inh 2	CaV13 ICDI inh	H9c2 protect
COc1ccccc1NC(=O)Nc1cc(NC(=O)Nc2ccccc2OC)c(C)nc1C	2	-1	-4	-3	-2	0.2	-2.6	87	-5	6
O=C(Nc1cccc2ccccc12)NC1CCCc2ccccc21 (stereo unspecified)	1	2	1	-1	-3	0.0	-0.8	88	-2	9
COCCNC(=O)CSc1nnc(NC(=O)C2CC(=O)N(c3ccccc3OC)C2)s1 (stereo unspecified)	6	4	1	4	1	-0.1	-3.0	96	-3	4
O=C(/C=C/c1ccccc1)NC(=S)Nc1ccc2c3c(cccc13)CC2	1	-3	0	1	1	-0.2	-1.8	96	-3	-6
O=c1cc2c(n[nH]1)CCCC2	x	0	2	-1	-2	0.0	-0.9	86	x	9
CCc1cc(C(=O)N2CCCC(C(=O)c3cccc(OC(C)C)c3)C2)n(C)n1 (stereo unspecified)	-10	2	3	14	1	0.9	-3.3	100	-4	3
Cc1nc(-c2ccccn2)nc(SCC(=O)c2ccc(F)cc2)c1Cl	0	-1	1	5	-3	0.6	0.8	102	1	14
CCOC(=O)[C@H]1[C@H]2COc3ccc(Br)cc3[C@@H]2N2C(=O)c3cc(Br)ccc3NC(=O)[C@@]12C	-4	0	2	0	-3	-0.2	-0.5	94	-10	30
CS(=O)(=O)Oc1ccc(/C=C2\C(=N)N3N=C(CC(=O)N4CCOCC4)SC3=NC2=O)cc1Cl	21	-1	1	7	8	0.0	-3.2	97	-2	0
COc1ccc(S(=O)(=O)N2CCCCC2)cc1NC(=O)Cc1ccc(Br)cc1	30	4	-5	5	-16	0.5	2.6	95	-6	-12
O=C(COC(=O)c1cccc(Br)c1)NC(=O)NC1CCCC1	-3	4	1	2	2	0.1	8.8*	101	-4	-13
CC(=O)c1ccc(NC(=O)C2CCCN2S(=O)(=O)c2cccs2)cc1 (stereo unspecified)	-2	-1	-2	12	9	0.0	-0.8	91	-7	5
COc1cc(C(=O)Nc2cc(C)nn2-c2ccccc2)cc(OC)c1OC	-8	-2	5	-4	2	-0.1	-1.2	97	-7	1
O=C(CSc1ncnc2c1cnn2-c1ccc(Cl)cc1)NCc1ccc2c(c1)OCO2	6	-5	4	16	6	0.1	-1.6	100	-5	9
CN(C)C(=O)c1ccc(Oc2ccc(C(=O)N(C)C)cc2)cc1	x	-2	2	6	10	-0.2	-0.9	96	-8	-2
CCCn1c(CN2CCCCC2CC)nc2c1c(=O)n(C)c(=O)n2C (stereo unspecified)	x	x	1	-2	7	0.2	-1.3	91	-3	-1
C=C1[C@@H](CCO)N(S(=O)(=O)C(C)(C)C)C[C@@H]1C	x	-2	2	7	-3	-0.2	-1.7	103	-4	-13
Cn1ncc2c(NNC(=O)c3ccc(Cl)c(Cl)c3)ncnc21	-1	-4	2	11	11	-0.2	-0.9	99	-6	-1
COc1cc(OC)c(NS(=O)(=O)c2cc(Br)cnc2N)cc1Cl	-6	-9	5	5	-3	0.0	-1.5	106	-15	-3
CCOc1ccc(S(=O)(=O)NCCC(=O)NCC(c2ccco2)N2CCCCC2)cc1 (stereo unspecified)	-1	8	1	5	6	-0.1	0.7	95	-3	1
COc1cc2c(cc1OC)C(C(=O)NCc1ccco1)C1c3ccccc3CCN1C2=O (stereo unspecified)	-3	1	-1	-3	-1	-0.4	-2.4	98	-4	22
CC1(C)CC(=O)C2=C(C1)Oc1ncn(Cc3ccco3)c(=N)c1C2c1ccccc1 (stereo unspecified)	34	2	-2	0	8	-0.1	-2.4	109	-6	-9
CCOC(=O)C1=C(Nc2ccccc2)CC(C)(O)C(C(=O)OCC)C1c1ccc(Cl)cc1 (stereo unspecified)	-2&-8	8&-1	-4&-2	2&23	2&2	-0.2&0.4	3.1&1.0	104&94	-6&-2	-17&-4
O=C(NCCCn1ccnc1)c1ccc(F)cc1	-3	14	2	4	-3	-0.2	-0.6	94	0	1
O=C(NC1=NCCS1)c1ccc2c(c1)C(=O)N(Cc1ccco1)C2=O	13	1	-1	0	-5	0.0	-1.4	99	-6	11

Taken from above.
CaV13 ICDI inh with COc1cc(C(=O)Nc2cc(C)nn2-c2ccccc2)cc(OC)c1OC = -7
H9c2 protect with O=C(NC1=NCCS1)c1ccc2c(c1)C(=O)N(Cc1ccco1)C2=O = 11

(continued)
SMILES	Vif imaging	PDI inh	N-glyco inh	MC4R antagonist	m5-HT2A agonist	aDG glyco act	MC4R barr agon	ABCB6 inh 2	CaV13 ICDI inh	H9c2 protect
Cc1ccc(NC(=O)CS(=O)CC(=O)Nc2ccccc2-c2ccc(C)o2)cc1 (stereo unspecified)	-20	11	9	2	-3	0.0	-2.7	96	-4	-8
O=C(Nc1ccc(Cl)cc1F)c1cccc2ccccc12	-3	5	1	16	-3	0.2	0.2	100	-5	-5
COc1ccc(CNC(=O)C2CCCN(S(=O)(=O)c3cccc4nsnc34)C2)cc1 (stereo unspecified)	-5	-15	1	9	-7	0.0	-3.0	97	-3	2
COC(=O)c1ccc(CNC(=O)N2CCN(S(=O)(=O)c3ccc(C)cc3)CC2)cc1	4	-7	1	-1	7	-0.1	-0.2	97	-4	-2
Cc1cc(S(=O)(=O)NC(C)C)ccc1OCC(=O)N1CCOCC1	6	2	-1	-3	4	0.0	-1.1	100	-11	-1
COc1ccc(CCNC(=O)c2c(C)nn(CC(C)C)c2Cl)cc1OC	3	2	0	6	0	0.0	-2.8	93	-4	-1
COC(=O)c1nn(-c2ccccc2)c2nnc(Cc3ccc(C)cc3)c(=O)n12	9	-4	2	9	1	0.1	1.1	94	-1	-1
Cc1nc(NC(=O)c2ccccc2)sc1C	-4	-1	-8	-1	2	-0.1	-1.1	99	-5	-13
CCc1noc(C)c1C(=O)OCC(=O)Nc1ccccc1SC	2	1	1	18	-2	-0.2	0.2	93	-5	5
Cc1ccc(OCCC(=O)Nc2ccccc2C(=O)N2CCCCC2)cc1	x	-1	1	7	0	-0.3	-1.2	95	-6	7
COc1ccccc1C(=O)NCC(=O)N/N=C/c1cn[nH]c1-c1ccccc1	-3	-8	-2	-32	-1	-0.3	-2.8	99	-5	10
CC1=C(C)NC(=S)SC1	-10	15	1	3	0	-0.1	-1.1	111	-6	0
COCCN(C(=O)CSc1nn(-c2ccc(F)cc2)c(=S)s1)c1c(N)n(CC(C)C)c(=O)[nH]c1=O	0	2	1	-5	1	-0.2	0.8	93	-10	1
